RXFP1 agonist – activates the human relaxin receptor RXFP1. HEK293T-RXFP1 cAMP TR-FRET, 30 min; response scale: percent of porcine relaxin response, buffer zero. Potency, µM (titrated, usually from 57.5 µM), without a hit: at the top dose activation, actives largely listed as activators. 370,000 compounds, 0.3% hits. AID 2676; active means well fitted activation curve with a large enough effect; inconclusive means small, poorly fitted or top-dose-only effect; further: potency means the concentration at half of the fitted maximal effect; on the % scale 0 is the no-effect control and ±100 the full control effect; nearly all actives have a fitted effect of over 60% in size; many of its hits are not listed in these tables
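cAMP rise read by TR-FRET after 30 min, 37C compound exposure (up to 58 uM) in RXFP1-transfected HEK293 cells with Ro 20174 present. EC50 from Hill-equation fits, with 29 nM porcine relaxin as 100% and buffer as basal.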
D2 agonist – agonists of human D2 dopamine receptor. HEK293 T-REx D2 cells, calcium flux agonist mode. activation, % at 2 µM. 340,000 compounds, 0.53% hits. AID 485358;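 active means activation over 3 SD above normal in the single-dose calcium agonist read, cut at about 30% in these data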; further: 0% is about no effect
Target sequence (P14416 whole entry, looked up): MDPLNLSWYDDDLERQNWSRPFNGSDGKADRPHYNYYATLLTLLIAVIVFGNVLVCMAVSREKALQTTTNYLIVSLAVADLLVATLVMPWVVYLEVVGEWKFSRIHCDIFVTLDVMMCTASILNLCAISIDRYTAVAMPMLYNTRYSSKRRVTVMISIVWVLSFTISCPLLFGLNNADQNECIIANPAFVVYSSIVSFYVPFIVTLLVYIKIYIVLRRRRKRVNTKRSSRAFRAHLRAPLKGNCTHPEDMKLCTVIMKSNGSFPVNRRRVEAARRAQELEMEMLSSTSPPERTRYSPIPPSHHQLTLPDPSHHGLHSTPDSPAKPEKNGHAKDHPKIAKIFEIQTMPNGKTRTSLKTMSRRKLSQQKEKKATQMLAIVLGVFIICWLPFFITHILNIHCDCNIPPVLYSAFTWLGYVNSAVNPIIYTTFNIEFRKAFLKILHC
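HEK293 Trex D2 cells, tetracycline-induced, o/n 30 C 5% CO2; no-wash Ca dye, RT 30–90 min; 10-cycle baseline, 23 nl cpd added, kinetic Ca read 180 s; agonist hits = positive Ca response.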
D2 antag – antagonists of human D2 dopamine receptor | AID 485344 | HEK293 TREx D2 cells, calcium flux, dopamine EC80 | inhibition, % at 10 µM | 340,000 compounds, 2% hits | P14416; in the data active means inhibition above about 30%; further: 0% is about no effect
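Read-out: kinetic calcium fluorescence (1 cycle/s) in inducible HEK293 T-REx D2 cells after an EC80 dopamine addition that followed 180 s compound preincubation. Loss of the dopamine response indicates antagonism.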
D1 potentiator – potentiators of human D1 dopamine receptor. P21728. HEK293 TREx D1 cells, calcium flux, dopamine EC20 potentiation. potentiation, % at 10 µM. 360,000 compounds, 0.036% hits; in the data active means potentiation above about 30%; further: 0% is about no effect
Target sequence (P21728 whole entry, looked up): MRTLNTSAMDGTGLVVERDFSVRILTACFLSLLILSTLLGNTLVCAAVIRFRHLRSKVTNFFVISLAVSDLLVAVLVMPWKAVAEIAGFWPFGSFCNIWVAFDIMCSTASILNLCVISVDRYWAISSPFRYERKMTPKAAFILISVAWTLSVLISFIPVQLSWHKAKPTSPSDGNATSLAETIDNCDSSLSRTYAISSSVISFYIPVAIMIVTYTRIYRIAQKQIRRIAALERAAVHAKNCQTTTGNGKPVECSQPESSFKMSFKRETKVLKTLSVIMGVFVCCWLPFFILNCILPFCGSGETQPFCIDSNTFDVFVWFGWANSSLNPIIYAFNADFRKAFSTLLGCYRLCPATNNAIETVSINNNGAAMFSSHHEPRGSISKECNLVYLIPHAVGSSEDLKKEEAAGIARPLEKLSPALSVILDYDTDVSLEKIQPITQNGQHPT
TRHR enhancer – allosteric enhancers of human TRH receptor; P34981; TRHR cells, fluo-8 calcium fluorescence, EC20 TRH enhancement; enhancement, % at 2 µM; 360,000 compounds, 0.66% hits; AID 493056; in the data active means enhancement above about 30%; further: 0% is about no effect
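Enhancer read-out: after compound pinning and an initial kinetic agonist-mode read, an EC20 of TRH (10 nM final) was injected and fluo-8 calcium signal (Ex 480/Em 530) followed at 1 s/cycle for 100 cycles in TRHR-expressing cells.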
D1 agonist – agonists of human D1 dopamine receptor; P21728; HEK293 T-REx D1 cells, calcium flux, agonist mode; activation, % at 2 µM; 360,000 compounds, 1% hits; in the data active means activation above about 30%; further: 0% is about no effect
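Inducible HEK293 T-REx D1 cells, force-coupled to calcium signalling, were plated at 4000 cells/well with tetracycline and held overnight at 30 C. After no-wash calcium dye loading, compound-evoked calcium rise over 180 s flagged agonists.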
D2 PAM – positive allosteric modulators of human D2 dopamine receptor; 340,000 compounds, 0.34% hits; P14416; potentiation, % at 10 µM; HEK293 T-REx D2, calcium flux, EC20 dopamine potentiation;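 active means potentiation over 3 SD above the plate norm, cut at about 30% in these data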; further: 0% is about no effect
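Primary screen. Calcium kinetics in induced HEK293 T-REx D2 cells: compound pre-addition 180 s, EC20 dopamine, 180 s more.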
D1 antagonist – blocks dopamine activation of the human D1 receptor | 360,000 compounds, 3.2% hits | HEK293 TREx D1 cells, calcium flux, dopamine EC80; active compounds read low | P21728 | AID 504652 | activity change, negative = inhibition, % at 10 µM; in the data active means activity change below about -30%; further: on the % scale 0 is the no-effect control and ±100 the full control effect
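After overnight tetracycline induction at 30 C, force-coupled D1 HEK293 cells took up a no-wash calcium dye at room temperature. Compounds were added and monitored 180 s, and the response to EC80 dopamine was then recorded.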
RXFP1 antagonist – antagonists of human relaxin receptor RXFP1. 350,000 compounds, 0.59% hits. HEK293-RXFP1, relaxin-stimulated cAMP HTRF, 30 min; active compounds read low. Q9HBX9. activity change, negative = inhibition, % at 57.5 µM. AID 1259400;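 active means activity change of -60% or lower, but not beyond a set lower limit; inconclusive means change between -60% and -40%, or beyond the set limit; inactive means change above -40%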; further: on the % scale 0 is the no-effect control and ±100 the full control effect
Active calls of the source: *; ? = inconclusive; nt = not tested or not shown; & = joins results of further samples. These rows are one share of the data. The share of hits here may be higher or lower than overall.

SMILES	RXFP1 antagonist	D2 PAM	D2 agonist	D1 potentiator	RXFP1 agonist	TRHR enhancer	D1 antagonist	D2 antag	D1 agonist
O=C(CSc1nc2[nH]ncc2c(=O)[nH]1)N1CCCCC1	-7	0	1.8	-16	0.4%	-4	4	3	0
O=C(c1cc2ccccc2oc1=O)N(Cc1ccccc1)Cc1ccc2c(c1)OCO2	-5	-1	-0.5	-8	1.8%	-3	-3	-7	6
CC1(C)CC(CC(=O)Nc2nccs2)(c2ccccc2)CCO1 (stereo not given)	-6	-14	-0.1	3	-1.9%	-3	7	26	5
CCOC(=O)c1ccc(NC(=O)C2CCN(C(=O)c3ccc(OC)c(OC)c3)CC2)cc1	3	-1	3.8	-2	2.3%	-1	-10	-19	1
O=C(NCc1cccnc1)C(=O)NCC1OCCCN1S(=O)(=O)c1ccc(Cl)cc1 (stereo not given)	12	-2	2.3	-6	0.4%	3	34	7	-2
CCC(=O)Nc1ccc(NCc2ccc(-c3ccccc3)cc2)cc1	-2	3	nt	4	2.4%	3	-4	nt	6
CCc1ccc(NC(=O)CSc2nc3c(c(=O)[nH]2)CN(Cc2ccc(C)cc2)CC3)cc1	-25	3	-1.6	-3	2.5%	3	16	nt	2
Cc1cc(NC(=O)c2ccc3c(c2)OCCO3)no1	2	1	0.5	-3	1.9%	2	10	-5	-1
COc1cc(S(=O)(=O)n2nc(C)cc2C)c(OC)cc1Cl	-11	-3	0.4	-4	0.4%	-1	4	-7	0
CSc1sc(-c2ccnc(SCCS(C)(=O)=O)n2)c(-c2ccccc2)c1C#N	8	-3	0.7	-2	16%	8	3	-2	-1
CCCCN(C(=O)c1sc2nc3n(c(=O)c2c1C)CCC3)c1c(N)n(CC(C)C)c(=O)[nH]c1=O	-13	-3	0.8	-4	7.7%	0	6	10	1
COc1ccc(CNC(=O)CNS(=O)(=O)c2cccc(C#N)c2)cc1OC	-4	-2	2.0	7	3.6%	-1	5	-15	3
CCCCOc1ccc(CNC(=O)C2CCN(c3nnc(-n4cccc4CNc4ccc(C)cc4)s3)CC2)cc1	-1	3	-0.5	-4	1.9%	-6	9	nt	-1
Cc1ccc(NC(=S)NCCc2c[nH]c3ccccc23)cc1	2	9	0.9	-2	3.5%	-7	-1	12	3
Cc1cc(N2CCOCC2)nc2ccc(NC(=O)C3CCC(C)CC3)cc12 (stereo not given)	-8	13	-0.5	-10	13%	9	30	6	1
NS(=O)(=O)c1ccc2nc(NC(=O)c3ccc4ncsc4c3)sc2c1	7	0	0.3	-1	?	-2	2	6	2
CNS(=O)(=O)c1cn(CC(=O)N2CCN(c3cc(C)ccc3C)CC2)cc1S(=O)(=O)NC	-12	-5	-0.6	-2	-1.3%	-4	-20	nt	4
COC(=O)Oc1cncc(C(=O)O)c1	-14	-4	1.3	-11	2.0%	1	-9	-4	3
O=C(NCc1cccnc1)/C(=C/c1ccc(Cl)cc1)NC(=O)c1ccccc1	4	1	1.2	-5	-6.6%	0	-1	-1	0
CC(C)CCN1CC(C(=O)NC(C)C)CC1=O (stereo not given)	-6	-5	-0.3	-3	0.0%	-3	2	0	2

Next structures follow.
SMILES	RXFP1 antagonist	D2 PAM	D2 agonist	D1 potentiator	RXFP1 agonist	TRHR enhancer	D1 antagonist	D2 antag	D1 agonist
COC(=O)C(C)Sc1nnc2n(-c3cccc(C)c3)c(=O)c3c4c(sc3n12)CCCC4 (stereo not given)	nt	-1	-0.2	-8	1.3%	-11	9	5	1
CN1CCN(NC(=O)c2cc(-c3ccc(Cl)s3)nc3ccccc23)CC1	-23	-3	0.5	-2	7.9%	8	5	-1	9
COCCSc1ccccc1C(=O)Nc1cc(C)cc(C)c1	4	-3	-0.1	1	-0.3%	-3	-9	2	0
COc1ccc2c(c1)c(=O)c(S(=O)(=O)c1ccc(Cl)cc1)cn2C	-8	9	nt	3	-0.7%	-1	-5	nt	2
O=C(CN1C(=O)NC2(CCCc3ccccc32)C1=O)NC1CCCCC1 (stereo not given)	-27	4	-0.2	-11	2.6%	0	-13	0	2
CCc1cc2c3c([nH]c2cc1S(=O)(=O)NCCCOC)CC(C)(C)CC3=O	-4	10	0.2	-4	1.0%	5	3	-9	1
COc1cccc(C2/C(=C(/O)c3cnn(-c4ccccc4)c3C)C(=O)C(=O)N2CCN(C)C)c1 (stereo not given)	-2	-5	-1.4	1	7.0%	9	8	-6	-1
Cc1cc(N2CCN(C)CC2)nc(N2CCOCC2)n1	-11	-9	-0.2	-2	3.1%	11	2	1	4
CCCN1CCOC(CC(=O)Nc2ccc([N+](=O)[O-])cc2)C1=O (stereo not given)	-9	3	0.4	0	0.9%	-3	-8	-8	2
COC(=O)CSC1=C(C#N)C(=O)NC2(CCCCC2)S1	-13	-5	0.5	-1	0.6%	-2	11	-8	3
COc1cccc(CNC(=O)Cn2ncc3c4ccccc4n(Cc4ccccc4)c3c2=O)c1	-1	-3	-0.6	3	?	6	2	nt	10
C/C(=N/NC(=O)c1ccc2c(c1)OCO2)c1cccc(NC(=O)C(C)(C)C)c1	-1	4	0.2	-3	1.2%	4	-3	-29	8
Nc1nc(SCCOc2ccccc2)n[nH]1	18	nt	2.8	-4	2.8%	-4	6	-7	2
CCc1ccc(NC(=O)CCc2nc3sc4c(c3c(=O)[nH]2)CCCC4)cc1	-14	5	1.1	-6	20%	4	-8	13	1
CC(Sc1nc2ccccc2[nH]1)C(=O)NC1CCCCC1C (stereo not given)	-19	12	0.1	0	4.2%	-10	-11	4	1
O=C(c1ccc(S(=O)(=O)c2ccccc2Cl)c([N+](=O)[O-])c1)N1CCN(Cc2ccccc2)CC1	-3	7	9.2	-5	8.7%	1	0	-7	17
COc1ccc(OCCCC(=O)Nc2cccc([N+](=O)[O-])c2C)cc1	5	-3	-0.1	-4	-4.3%	6	-2	-12	2
Cc1noc(C)c1CSc1ccccc1C(=O)Nc1nccs1	-13	4	0.2	-7	1.4%	12	40	21	0
O=[N+]([O-])c1ccc(N2CCN(CCO)CC2)cc1Sc1nc2ccccc2[nH]1	nt	-25	-0.4	4	2.7%	-4	3	-5	0
CCOC(=O)CSc1ccc2nnc(-c3cccs3)n2n1	nt	0	0.4	-3	22%	1	-6	0	0

The results go on.
SMILES	RXFP1 antagonist	D2 PAM	D2 agonist	D1 potentiator	RXFP1 agonist	TRHR enhancer	D1 antagonist	D2 antag	D1 agonist
COC(=O)CN1CCN(C(=O)c2ccc(F)cc2)c2ccccc2C1	3	7	0.3	0	0.6%	-3	2	11	1
Cc1cc(C)n2nc(C(=O)OCC(=O)NCc3ccccc3)nc2n1	13	9	0.1	-11	4.6%	-2	-1	3	0
COc1ccc(S(=O)(=O)N2CCOCC2)cc1NC(=O)CCOc1ccc(C(C)(C)C)cc1	-5	15	0.0	-4	-0.8%	10	-18	-15	8
CCOC(=O)[C@@H]1CCNC[C@@H]1c1ccccc1	-13	15	-0.7	0	1.3%	3	-20	-6	4
Cc1ccc(CNc2ccc(N3C(=O)CCCC3=O)cc2[N+](=O)[O-])cc1	5	-4	-0.9	-1	-0.2%	22	-4	28	11
CC(C)c1ccccc1OCC(=O)NC1CCCc2ccccc21 (stereo not given)	-13	13	1.1	5	-0.9%	-2	-11	6	6
CCc1nn(CC(=O)NCCCc2ccccc2)c(=O)c2cc3c(OC)cccc3n12	-4&-3	5&11	0.6&-0.6	-2&2	19%&3.5%	2&7	-9&-16	8	0&-1
Cc1n[nH]c(=O)c2c(NC(=O)CSc3nc4ccccc4c(=O)n3CCCO)oc(C)c12	7	-2	-0.1	-1	9.6%	-2	6	-10	1
CC(C)CC(COCc1ccc(Cl)cc1)N1CCN(C(=O)c2ccc(Cl)cc2Cl)CCC1=O (stereo not given)	nt	-3	1.9	-2	-0.4%	-4	-26	-6	12
Cc1nc(NC(=O)COc2ccc(Cl)cc2)sc1C(=O)N(C)C	nt	22	-0.8	1	-0.5%	3	22	-13	5
Cc1ccc(/C=C/C(=O)N2CCN(c3cccc(C(F)(F)F)c3)CC2)cc1	1	1	-0.6	-5	-0.9%	1	-8	6	15
Cc1oc2ccc(O)c(CN3CCCC3)c2c1C(=O)Nc1cccc(Cl)c1C	4	-4	0.2	-1	1.1%	6	-1	nt	12
CN(C)S(=O)(=O)c1ccc(C(=O)NCC(=O)N/N=C/c2ccccc2Cl)cc1	17	-10	1.6	8	-1.0%	5	0	1	5
CCN(CC)S(=O)(=O)c1cc(C(=O)O)ccc1OC	-7	10	-1.7	0	1.1%	6	-23	-7	3
COc1ccc(NC(=O)CSc2nc(-c3ccc(F)cc3)c3cccc(C)c3n2)cc1	0	2	0.5	0	-1.5%	0	-1	nt	0
O=C(NCCN1CCOCC1)C1CCC(=O)N1Cc1ccccc1Cl (stereo not given)	2	nt	0.0	-2	0.0%	-5	4	20	4
Cc1ccccc1CNCCSc1nnnn1-c1ccccc1	-22	-24	-0.8	8	-3.9%	-4	2	nt	13
Cc1ccc(NC(=O)CC2Oc3ccc(C)cc3NC2=O)cc1 (stereo not given)	1	17	0.2	nt	0.3%	6	5	-7	1
CCCc1nc2sc3c(c2c(=O)[nH]1)CCCC3	-9	1	-1.2	-3	1.3%	-2	6	-6	1
O=C(Nc1ccccc1-c1ccccc1)C1CCCN(c2ncccn2)C1 (stereo not given)	-4	1	2.5	-2	-0.4%	9	-4	-4	2

(list continues)
SMILES	RXFP1 antagonist	D2 PAM	D2 agonist	D1 potentiator	RXFP1 agonist	TRHR enhancer	D1 antagonist	D2 antag	D1 agonist
Cc1ccc(-n2ncc3c(NCCCN(C)C)ncnc32)cc1Cl	-12	-13	-0.7	-2	1.7%	0	-12	nt	22
Cn1nc(N)nc1N1CCN(c2ccc(F)cc2)CC1	-11	2	0.1	-5	-0.7%	0	-6	-7	0
CCOc1ccc(NC(=O)c2ccc3[nH]c(C)c(C)c3c2)cc1	?	-4	nt	-2	-0.4%	-2	-1	nt	2
CC1CCN(C(=O)CN(c2ccc3c(c2)OCCO3)S(=O)(=O)c2ccccc2)CC1	0	-5	-0.6	-3	0.6%	5	26	-2	7
CN(C)S(=O)(=O)c1ccc2nnn(OCC(=O)NC3CCS(=O)(=O)C3)c2c1 (stereo not given)	1	3	1.2	5	4.0%	5	8	21	2

Three compounds already listed, ordered by the number in RXFP1 agonist, falling.
canonical_smiles	RXFP1 antagonist	D2 PAM	D1 potentiator	RXFP1 agonist	TRHR enhancer	D1 antagonist	D2 antag	D1 agonist
CN(C)S(=O)(=O)c1ccc2nnn(OCC(=O)NC3CCS(=O)(=O)C3)c2c1 (stereo not given)	1	3	5	4.0%	5	8	21	2
CCOc1ccc(NC(=O)c2ccc3[nH]c(C)c(C)c3c2)cc1	?	-4	-2	-0.4%	-2	-1	nt	2
Cn1nc(N)nc1N1CCN(c2ccc(F)cc2)CC1	-11	2	-5	-0.7%	0	-6	-7	0

Compound activity deposited in PubChem BioAssay by National Center for Advancing Translational Sciences (NCATS).
